IP6K1 inh: IP6K1 kinase inhibition; 0.81% of 140,000 active; IP6K1 kinase, ADP-Glo luminescence, 2 h; stronger effect = lower value; activity change, % (series mostly up to about 58 µM); AID 1645851; Q92551; in the data active means activity change below about -25%
Target sequence (Q92551 whole entry, looked up): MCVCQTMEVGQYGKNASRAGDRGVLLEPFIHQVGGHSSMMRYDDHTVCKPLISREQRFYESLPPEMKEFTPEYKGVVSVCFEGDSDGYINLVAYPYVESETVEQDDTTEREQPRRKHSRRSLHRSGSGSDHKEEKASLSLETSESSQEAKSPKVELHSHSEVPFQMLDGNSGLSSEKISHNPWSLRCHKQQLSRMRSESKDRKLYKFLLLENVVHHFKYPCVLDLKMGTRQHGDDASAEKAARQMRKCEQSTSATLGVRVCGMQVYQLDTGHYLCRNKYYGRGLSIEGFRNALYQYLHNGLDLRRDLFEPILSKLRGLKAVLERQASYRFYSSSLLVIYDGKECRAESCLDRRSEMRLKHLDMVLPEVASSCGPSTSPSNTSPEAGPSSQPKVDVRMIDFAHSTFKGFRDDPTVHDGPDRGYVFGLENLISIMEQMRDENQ
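ADP-Glo luminescence measures ADP made by human IP6K1 during a 2 h RT reaction with ATP/IP6 (mix at 1.3 mM/130 uM); top library doses 57.5 and 19.1 uM final.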
Luciferase inh: inhibitors of firefly (Photinus pyralis) luciferase | P08659 | 2.5% of 76,000 active | purified P. pyralis luciferase, luminescence, biochemical | Potency, µM (series often up to 115 µM), for inactives: at the highest dose activity change, negative = inhibition, hits mostly inhibitors; further: potency means the concentration at half of the fitted maximal effect; nearly all actives have a fitted effect of over 65% in size
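Purified P. pyralis luciferase (10nM final) in 50mM Tris acetate pH 7.5, 10mM Mg acetate, 0.01% Tween-20, 0.05% BSA with 10uM D-luciferin and 10uM ATP. Compounds titrated qHTS. Luminescence imaged on CCD.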
HEK293 viab: reduces viability of HEK-293 SNCA reporter cells | Potency, µM (titrated, usually from 57.1 µM), for inactives: top-dose activity change, negative = cytotoxicity, usual class: cytotoxic | 0.12% of 150,000 active | HEK-293-SNCA-luc viability, GF-AFC fluorescence, 24 h | AID 1671193;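 further: potency means the concentration at half of the fitted maximal effect; 0% = DMSO-treated cells and -100% = medium-only wells without cells; nearly all actives have a fitted effect of over 30% in size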
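Cytotoxicity counterscreen: after 24 h compound treatment of genome-edited SNCA-luciferase HEK-293 cells, live-cell protease substrate GF-AFC read by fluorescence after 30 min; activity scaled between DMSO (0%) and medium-only (-100%), curves Hill-fitted.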
GPT2 inhibitor: inhibitors of human GPT2 alanine aminotransferase | Recombinant GPT2, coupled pyruvate oxidase/HRP Amplex Red fluorescence | Potency, µM (highest dose often 57.7 µM), for the others: at the top dose activity change, negative = inhibition, most hits filed as inhibitors | 0.25% of 100,000 active | AID 1671188; further: potency means the concentration at half of the fitted maximal effect; nearly all actives have a fitted effect of over 60% in size; many of its hits are not listed in these tables
Target sequence (Q8TD30 whole entry, looked up): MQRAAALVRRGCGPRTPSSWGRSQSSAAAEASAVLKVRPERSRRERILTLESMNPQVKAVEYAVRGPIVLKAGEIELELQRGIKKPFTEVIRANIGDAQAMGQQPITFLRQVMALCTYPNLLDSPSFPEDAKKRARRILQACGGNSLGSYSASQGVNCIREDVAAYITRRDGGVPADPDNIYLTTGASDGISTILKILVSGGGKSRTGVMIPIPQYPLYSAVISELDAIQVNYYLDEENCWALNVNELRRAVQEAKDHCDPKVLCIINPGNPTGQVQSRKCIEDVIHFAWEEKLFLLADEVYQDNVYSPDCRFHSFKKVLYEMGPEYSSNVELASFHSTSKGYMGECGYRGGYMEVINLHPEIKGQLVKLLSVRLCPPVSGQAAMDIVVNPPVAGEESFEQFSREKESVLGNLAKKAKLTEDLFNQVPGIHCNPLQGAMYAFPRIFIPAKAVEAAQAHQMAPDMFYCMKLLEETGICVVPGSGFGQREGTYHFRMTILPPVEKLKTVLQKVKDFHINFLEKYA
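GPT2 10ng/uL, a-KG 250uM, L-Ala 2mM, HEPES pH7.5 + 0.0001% Tween; 30 min RT. Then Amplex mix (PO/HRP/ThPP), 30 min RT dark, fluorescence. AOA 50uM used as positive control.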
NIH3T3 tox: NIH 3T3 cell cytotoxicity; Potency, µM (doses to about 96.7 µM), for the others: at the highest dose activity change, negative = cytotoxicity, most hits filed as inhibitors; 4.3% of 94,000 active; NIH 3T3 viability, CellTiter-Glo ATP luminescence, 48-72 h; further: potency means the concentration at half of the fitted maximal effect; nearly all actives have a fitted effect of over 55% in size
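Mouse fibroblast NIH 3T3 cells, 400 per well, received compound via pintool and were incubated for 48 or 72 hr prior to CellTiter-Glo ATP luminescence measurement.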
SNCA expr inhib: reduces expression of the alpha-synuclein gene | HEK-293 SNCA-luciferase knock-in, luminescence, 24 h | Potency, µM (titrated, usually from 57.2 µM), for the others: top-dose activity change, negative = inhibition, most hits filed as inhibitors | 0.17% of 140,000 active | AID 1671194;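 further: potency means the concentration at half of the fitted maximal effect; plate controls were DMSO cells for no effect and cell-free wells for full effect; nearly all actives have a fitted effect of over 45% in size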
HEK293 tox: cytotoxic compounds in HEK 293 cells; 6.6% of 94,000 active; HEK 293 viability, ATP luminescence (CellTiter-Glo), 48-72 h; Potency, µM (doses to about 115 µM), without a hit: at the top dose activity change, negative = cytotoxicity, most hits filed as inhibitors; further: potency means the concentration at half of the fitted maximal effect; nearly all actives have a fitted effect of over 60% in size
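HEK 293 cells at 250 cells/well were exposed to compounds by pintool transfer for 48 or 72 hr at 37 degree Celsius, 5% CO2. Viability was read as ATP-coupled luminescence with CellTiter-Glo after 10 min at room temperature.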
An asterisk follows results filed as active; i = inactive; ? = inconclusive; . = no result given; [ ] = remark or other dose. Unless noted, the call rests on the fitted dose curve; in most records, active means well fitted curve in the direction sought with a large enough effect; inconclusive means small, poorly fitted or top-dose-only effect, or another doubt; inactive means no such curve, though single readings can be large; an effect the other way counts as inactive or inconclusive. Unless noted, on the % scale 0 is the no-effect control and ±100 the full control effect.

The first two records as a preview:
SMILES | IP6K1 inh | Luciferase inh | HEK293 viab | GPT2 inhibitor | NIH3T3 tox | SNCA expr inhib | HEK293 tox
CNc1ncccc1C(=O)N1CC[C@@H](c2ccc3c(c2)OCO3)[C@H](O)C1 | 33.1 | -1.6% | -16.1% | -11.8% | i | ? | i
Cc1csc2nc(-c3cccc(NS(C)(=O)=O)c3)cn12 | -14.7 | . | -6.8% | . | . | 47.8%[activator] | .

The listing, from the first entry:
SMILES | IP6K1 inh | Luciferase inh | HEK293 viab | GPT2 inhibitor | NIH3T3 tox | SNCA expr inhib | HEK293 tox
CNc1ncccc1C(=O)N1CC[C@@H](c2ccc3c(c2)OCO3)[C@H](O)C1 | 33.1 | -1.6% | -16.1% | -11.8% | i | ? | i
Cc1csc2nc(-c3cccc(NS(C)(=O)=O)c3)cn12 | -14.7 | . | -6.8% | . | . | 47.8%[activator] | .
CN(C1CCOc2ccccc21)S(C)(=O)=O (centres undefined) | 3.7 | -10.3%[172 µM] | 14.3%[87.6 µM] | -19.5%[88.5 µM] | -20.4%[138 µM] | -3.9%[87.6 µM] | -3.2%[172 µM]
O=C(Cn1nc2c(cc1=O)CCCCC2)NCCc1cccc(F)c1 | 18.4 | -2.5% | -6.5% | -3.6% | i | ? | -0.3%
Cc1ccc(CSc2ncc(Cl)c(C(=O)NCCc3ccc(S(N)(=O)=O)cc3)n2)cc1 | -6.6 | . | -2.6% | . | . | 0.7% | .
CCN(CC)C(=O)Cn1c(=O)nc(-c2ccccc2F)c2cc(Cl)ccc21 | 5.2 | . | 2.1% | . | . | 29.0% | .
O=C(N[C@H]1CO[C@H]2[C@@H]1OC[C@H]2OCc1ccccc1)c1ccc(C(F)(F)F)cc1 | -11.4 | ? | -9.8%[87.6 µM] | -22.4%[88.5 µM] | -29.1%[174 µM] | -27.8%[87.6 µM] | 79.4µM*
CCCCNC(=O)CSc1nc2ccccc2nc1Cc1ccccc1 | 37.1 | . | 11.4% | . | . | -7.4% | .
Cc1cccc(Cn2c(=O)n(Cc3ccccc3)c(=O)c3oc4ccccc4c32)c1 | 15.9 | . | 2.2% | . | . | -1.5% | .
CCc1ccc(C(=O)c2cn(CC(=O)NC3CCCCC3)c3nc(C)ccc3c2=O)cc1 | 1.2 | . | -26.7% | . | . | ? | .
O=C(N1CCCCC1)N1CCN([S+](=O)([O-])c2ccc(Cl)nc2)C(=O)C1 | 7.2 | . | 2.8% | 3.9% | 3.2% | 15.9% | 4.1%
COc1ccc(OC)c2nc(-c3cccc(C)c3)c(CN3CCCC(O)C3)cc12 (centres undefined) | 4.1 | 7.8% | -18.0% | 0.2% | ? | ? | ?
CC[C@H]1CN(C(=O)C(C)(C)C)CC[C@H]1CC(=O)Nc1ccccc1 | 10.3 | -5.0%[172 µM] | -4.5%[87.6 µM] | i | -0.9%[174 µM] | 10.1%[87.6 µM] | -1.6%[172 µM]
CCOc1ccccc1CNC(=O)CCc1cn(C)c2ccccc12 | -10.3 | . | 10.7% | . | . | 1.2% | .
Cc1nn(C)c(C)c1CCNC(=O)Nc1ccccc1C(F)(F)F | 5.2 | . | 27.2% | . | . | -20.4% | .
CCc1cccc(NC(=O)Cn2c(N(C)Cc3ccccc3)nc(C)cc2=O)c1 | -15.6 | 13.0% | -8.8% | -4.6% | ? | ? | ?
CCc1cccc(C)c1NC(=O)CCn1nc(C)c2c(C)n(-c3ccccc3)nc2c1=O | 9.8 | . | -8.4% | . | . | -2.2% | .
COc1ccccc1CNC(=O)CN1C(=O)CSc2c1c(C)nn2-c1ccccc1 | -6.2 | . | -17.1% | . | . | -22.9% | .
CC(C)c1nnc(C2CN(C(=O)CCC3CCCCC3)CC23CCOCC3)o1 (centres undefined) | 4.4 | -1.7% | -15.8% | i | -17.1% | ? | -7.3%
COCCN1CCCN(C(=O)c2cccc(Cl)c2)c2ccccc21 | 1.4 | -1.7% | 7.5% | i | ? | ? | 44.7µM*

Part of the list above, reduced to HEK293 viab, HEK293 tox and IP6K1 inh:
molecule	HEK293 viab	HEK293 tox	IP6K1 inh
Cc1ccc(CSc2ncc(Cl)c(C(=O)NCCc3ccc(S(N)(=O)=O)cc3)n2)cc1	-2.6%	.	-6.6
Cc1csc2nc(-c3cccc(NS(C)(=O)=O)c3)cn12	-6.8%	.	-14.7
Cc1cccc(Cn2c(=O)n(Cc3ccccc3)c(=O)c3oc4ccccc4c32)c1	2.2%	.	15.9
CCc1cccc(NC(=O)Cn2c(N(C)Cc3ccccc3)nc(C)cc2=O)c1	-8.8%	?	-15.6

Other entries:
SMILES | IP6K1 inh | Luciferase inh | HEK293 viab | GPT2 inhibitor | NIH3T3 tox | SNCA expr inhib | HEK293 tox
O=C1c2c(nc(COc3cccc(Cl)c3)n2Cc2ccccc2)NCCN1CCOc1ccccc1 | -7.9 | 7.2% | -20.3% | -12.4% | 17.8µM* | ? | ?
CN(C)c1ccc(C(=O)N2CCCC(n3cc(-c4nc(-c5ccccc5)no4)nn3)C2)cc1 (centres undefined) | 21.2 | ? | -16.6% | -9.9% | ? | 111.0%[activator] | ?
Cc1cc(NC(=O)c2cc(-c3ccc(Cl)cc3)on2)n(-c2ccccc2)n1 | 5.3 | . | 6.4% | . | . | 15.1% | .
COC(=O)COCC(=O)NC[C@@H]1C=C(C)[C@H](CC(=O)NCc2ccc(F)cc2)C[C@H]1C(C)C | 9.0 | -0.6% | 4.3% | -31.3% | -14.2% | -12.7% | -14.9%
Cc1ccc(S(=O)(=O)NCCSc2nnnn2-c2ccccc2)cc1 | 32.5 | . | -0.5% | . | . | -1.1% | .
O=C(CSc1nc(-c2ccccc2)c2ccccc2n1)Nc1ccc(F)cc1 | -4.6 | . | -9.5% | . | . | -13.6% | .
Cc1cc(=O)n(CC(=O)N2CCN(c3ccccc3F)CC2)c2c1c(C)nn2C | 0.5 | . | -9.0% | . | . | -17.4% | .
CC(=O)Nc1ccc(-c2ccc(=O)n3c2[C@@H]2C[C@@H](CN(C(=O)COc4ccccc4)C2)C3)cc1 | 13.9 | 0.9% | -5.0% | -21.5% | -3.5% | 21.4% | 39.8µM*
Cc1ccc(C(=O)N2CC(C(=O)NCCc3ccncc3)C3(CCOCC3)C2)cc1C (centres undefined) | -0.3 | 3.3% | 4.6% | -8.6% | -6.4% | ? | -4.2%
CCN1c2cc(C(=O)N3CCOCC3)ccc2C(=O)N2CCCCCC21 (centres undefined) | 14.8 | -11.1% | 1.7%[12.5 µM] | i | -21.3% | 18.9% | -4.6%
O=C(NCc1cccc(Cl)c1)c1ccc2nnc(C3CCOCC3)n2c1 | 11.7 | . | . | . | -36.0% | . | 2.3%
COc1ccc2c(c1)-c1nc(NC(=O)c3ccccc3F)sc1CC2 | -6.3 | . | -2.3% | . | . | 61.3%[activator] | .
COc1ccc(C(=O)N2CCC(N3C[C@H](O)C[C@H]3C(=O)NC3CCCCC3)CC2)cn1 | 3.1 | 2.5% | 4.7% | i | i | -9.8% | -3.7%
CC1OC(OC2C(O)C(OC3CCC4(C)C(CCC5(C)C4CC=C4C6CC(C)(COC7OC(CO)C(O)C(O)C7O)CC(O)C6(C)CCC45C)C3(C)C)OC(C(=O)O)C2O)C(O)C(O)C1OC1OCC(O)C(O)C1O (centres undefined) | -4.7 | . | -4.8%[12.5 µM] | -1.5%[17.1 µM] | . | . | .
Cc1ccc(-c2ncc(C(=O)N3CCC[C@H](N)C3)c(=O)[nH]2)cc1 | 3.8 | -6.6% | 6.0% | -8.7% | -2.7% | 6.4% | 4.2%
Cc1ccc2nc([C@H]3CCN(C(=O)c4ccccc4)C3)[nH]c2c1 | -3.5 | 4.2%[172 µM] | 2.4%[87.6 µM] | ? | -2.0%[174 µM] | ? | ?
CC1CCCN(c2ncnc3c2CN(c2ccccc2F)C(=O)CN3C)C1 (centres undefined) | 5.1 | 3.7% | ? | 3.0% | -29.1% | -17.0% | -26.6%
Cc1ccc(-c2nc3ccccc3o2)cc1NC(=O)c1cccc2c(Cl)cccc12 | -8.4 | . | 5.1% | . | . | 13.1% | .
Cc1ccc(NC(=O)COc2ccc3oc4c(c3c2)CCCC4)c(C)c1 | 8.4 | . | -2.4% | . | . | -16.0% | .
Cc1ccc(CCNC(=O)CN(c2ccc(C)cc2)S(=O)(=O)c2c(C)noc2C)cc1 | 3.2 | . | 16.3% | . | . | 28.2% | .
COCC1CN(C2CCC2)CC12CCN(C(=O)CC1CCCCC1)CC2 (centres undefined) | -5.1 | . | 4.5% | 2.2% | ? | 6.3% | ?
Cc1ccc(-c2nc(-c3cc4cccc(OCc5cccc(C)c5)c4oc3=O)no2)cc1 | 3.8 | . | -7.1% | . | . | 10.7% | .
Cc1cc(C)cc(NC(=O)C(=O)NCCc2sc(-c3cccc(F)c3)nc2C)c1 | 47.8 | . | 8.6% | . | . | 24.9% | .
Cn1nc(C(=O)N2CCN(c3ccccc3F)CC2)c2c1-c1ccccc1S(=O)(=O)C2 | -9.4 | . | 0.9% | . | . | 21.5% | .
O=C(O)c1cc(Br)cc(S(=O)(=O)NCc2ccccn2)c1 | 13.0 | 7.7% | -1.8% | i | ? | 32.1%[activator] | 1.7%
CCc1ccc(CNC(=O)c2nn(-c3ccc(C)c(C)c3)nc2CO)cc1 | 14.5 | . | ? | . | . | 30.8%[activator] | .
COc1ccc(CNC(=O)c2nn(C)c3c2CSc2ccccc2-3)cc1 | -7.5 | . | 12.6% | . | . | -5.3% | .
OCCOc1ccccc1CN1CCCC(N2CCN(c3ccccc3)CC2)C1 (centres undefined) | 9.5 | 2.4% | 5.9% | i | -16.5% | 19.2% | -5.1%
COCCCn1c(=O)c(C(=O)NCC(F)(F)F)nc2cccnc21 | 6.3 | . | 4.2%[87.6 µM] | i | i | 0.7%[87.6 µM] | -2.9%[172 µM]
Cc1cccc(Cn2cnc3c(oc4ccccc43)c2=O)c1 | -0.5 | . | 4.8% | . | . | 27.9% | .
Cc1ccc(C(=O)N2C[C@@H](F)C[C@H]2C(=O)N2CCc3ccccc3C2)s1 | 17.7 | -11.6% | -27.4% | ? | -22.0% | 4.3% | -8.8%
OC(COc1cccc(CN2CCC(c3ncon3)CC2)c1)CN1CCOCC1 (centres undefined) | 5.2 | -0.5% | -7.7% | 2.2% | -19.3% | -2.5% | -22.2%
CC1(C)[C@H](Cc2cc(CC3CCCCC3)on2)C[C@@H]1NC(=O)C1CCC1 | -13.8 | -22.2%[172 µM] | ? | 3.0%[88.5 µM] | 39.8µM* | ? | 35.5µM*
Cn1nccc1C(=O)N1CCC2(CC1)CC(N(Cc1ccc(F)cc1)C1CC1)CCO2 (centres undefined) | 13.7 | 12.9% | -4.6% | i | -25.5% | 0.1% | ?
Nc1ncc(C(=O)N2CCC3(CC2)[C@H](O)C[C@@H]3O)c(C(F)(F)F)n1 | 0.0 | 0.0% | -15.7% | -16.8% | 0.0% | ? | -21.1%
O=c1c2ccccc2cnn1CCNC1CCC2(CCNCC2)CC1 | 4.1 | 1.2% | -6.9% | i | -8.4% | -2.9% | -8.7%

Screening results deposited in PubChem by National Center for Advancing Translational Sciences (NCATS).
